Screening data (PubChem)
CSN inh = blocks human CSN-mediated cullin deneddylation | Q92905 | inhibition, % at 12.5 µM | actives 0.38% (n = 360,000) | Purified CSN, SCF-Nedd8-OG deneddylation, fluorescence polarization;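 active means pattern-corrected inhibition above about 35%, with an unprinted fluorescence ratio check between 0.5 and 1.5, limit read from the data, passing the limit was not always enough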;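 further: 0% = enzyme with substrate and 100% = substrate without enzyme; some results filed as inactive read as strong as hits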
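Test system: Human Csn5 produced in HEK293T cells | Compound: 12.5 µM single point | Times: 90 min, room temperature | Signal: Fluorescence polarization readout | Read-out basis: % inhibition of substrate cleavage by Csn5 | Controls: no-enzyme wells high, enzyme-with-substrate wells low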
DNMT1 block = DNMT1 (human) enzyme inhibition; AID 588458; DNMT1 molecular beacon, Hinp1I cleavage, fluorescence; actives 0.83% (n = 360,000); inhibition (reported as % activation of signal), % at 10 µM; P26358; in the data active means inhibition above about 50%
Tb MetRS inh = blocks T. brucei methionyl-tRNA synthetase activity. purified T. brucei MetRS, ATP depletion, Kinase-Glo luminescence. actives 0.4% (n = 360,000). inhibition, % at 11.9 µM. AID 624268;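 active means inhibition above a per-plate cutoff of the control wells' mean inhibition plus 3 SD, cut at about 5.5% in these data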;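 further: 0% = DMSO wells median and 100% = median of wells with control inhibitor compound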
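Material: parasite MetRS enzyme / Replication: singlicate, one well per compound / Signal: luminescence of leftover ATP / Schedule: 2 h aminoacylation at 25 °C after 15 min preincubation / Medium: HEPES-MgCl2-KCl buffer plus DTT, spermine, BSA, pyrophosphatase / Doses: 11.9 µM single point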
SUMO1 PPI mod = alters human SUMO1 binding to SIM partners; SUMO1 binding to a labelled peptide, TR-FRET, 1 h; AID 602429; inhibition, % at 20 µM; P63165; actives 0.33% (n = 360,000); in the data active means inhibition above about 37%
Target sequence (P63165 whole entry, looked up): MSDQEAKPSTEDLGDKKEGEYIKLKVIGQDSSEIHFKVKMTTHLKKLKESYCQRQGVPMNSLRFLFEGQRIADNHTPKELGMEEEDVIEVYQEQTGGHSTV
STEP inh = blocks human striatal-enriched tyrosine phosphatase; P54829; recombinant STEP, OMFP fluorogenic substrate, fluorescence; inhibition, % at 20 µM; actives 0.25% (n = 360,000);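 active means inhibition at 20 µM, scaled per plate between control wells, above about 37%, limit read from the data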;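 further: 0% = DMSO with enzyme and substrate and 100% = substrate only without enzyme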
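Assay system: isolated STEP enzyme / Timing: 20 min at room temperature, dark / Doses: 20 µM, 1% DMSO / Technique: fluorescence intensity, excitation 480 nm, emission 540 nm / Reagent: fluorogenic phosphatase substrate OMFP at 25 µM final / Measure: percent inhibition scaled to no-enzyme and uninhibited-enzyme controls, plate-pattern corrected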
Scp1 inh = inhibitors of human Scp-1 phosphatase; Q9GZU7; Recombinant Scp1, phosphopeptide, malachite green phosphate absorbance; inhibition, % at 20 µM; actives 0.88% (n = 340,000);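 active means inhibition above about 50% at 20 µM, limit read from the data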;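 further: plate controls were DMSO wells with enzyme for no effect and wells lacking enzyme for full effect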
Target sequence (Q9GZU7 76-261 limits assumed): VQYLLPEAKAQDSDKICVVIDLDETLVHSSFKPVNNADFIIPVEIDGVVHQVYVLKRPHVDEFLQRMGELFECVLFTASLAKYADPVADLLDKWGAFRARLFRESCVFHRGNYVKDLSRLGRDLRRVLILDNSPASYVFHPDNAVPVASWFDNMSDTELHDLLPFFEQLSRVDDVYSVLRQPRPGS
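Times: enzyme reaction 45 min at room temperature, colour 5 min, stabilisation 30 min. Material: SCP-1 catalytic fragment, aa 76-261. Medium: Acidic Tris acetate buffer with magnesium and detergent. Signal: colorimetric free-phosphate detection, absorbance 630 nm. Read-out basis: % inhibition of SCP-1 phosphate liberation. Reagent: Phosphorylated 17-residue peptide substrate.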
LMPTP inh = LMPTP (human) inhibition | P24666 | recombinant LMPTP-A, OMFP fluorogenic substrate, fluorescence intensity | inhibition, % at 20 µM | actives 0.22% (n = 360,000) | AID 651560;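 active means compounds that cut the enzyme signal by at least half of the control window in the single-dose screen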;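 further: plate controls were DMSO wells with enzyme plus substrate for no effect and substrate without enzyme for full effect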
Target sequence (P24666 whole entry, looked up): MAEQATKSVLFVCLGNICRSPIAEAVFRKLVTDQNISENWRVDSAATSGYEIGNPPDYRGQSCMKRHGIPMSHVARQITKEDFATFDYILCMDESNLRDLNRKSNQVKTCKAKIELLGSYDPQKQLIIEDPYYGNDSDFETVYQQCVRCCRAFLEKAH
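material = LMPTP-A | quantity = 0.625 nM enzyme | reagent = OMFP substrate, 400 µM final | buffer or medium = Bis-Tris pH 6.0, DTT, detergent | detection = endpoint fluorescence intensity from OMFP dephosphorylation | dosing = single 20 µM dose | read-out basis = % inhibition relative to no-enzyme and uninhibited control wells | control set = no-enzyme and uninhibited controls | timing = 50 min at room temperature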
PABP1 MLLE inh = inhibitors of microRNA-mediated deadenylation, human PABP1 MLLE binding | actives 0.36% (n = 360,000) | AID 588489 | inhibition, % at 20 µM | GST-MLLE / FITC-PAM2 fluorescence polarization; in the data active means inhibition above about 35%, passing the limit was not always enough;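 further: plate controls were DMSO wells with GST-MLLE for no effect and wells lacking GST-MLLE protein for full effect; some results filed as inactive read as strong as hits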
NadD block = NadD (S. aureus) enzyme inhibition; purified NadD enzyme, colorimetric absorbance read-out; inhibition, % at 20 µM; actives 0.78% (n = 360,000); AID 602399; in the data active means inhibition above about 26%; further: some compounds past the cut are filed as inactive
Rpn11 block = inhibitors of human proteasome Rpn11; actives 0.59% (n = 360,000); human 26S proteasome, Ub4-pepOG fluorescence polarization; 20S core pre-blocked with epoxomicin; calls only at 20 µM;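 active means inhibition at 20 µM, scaled to each plate's controls, above about 33%, limit read from the data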
Target sequence (O00487 whole entry, looked up): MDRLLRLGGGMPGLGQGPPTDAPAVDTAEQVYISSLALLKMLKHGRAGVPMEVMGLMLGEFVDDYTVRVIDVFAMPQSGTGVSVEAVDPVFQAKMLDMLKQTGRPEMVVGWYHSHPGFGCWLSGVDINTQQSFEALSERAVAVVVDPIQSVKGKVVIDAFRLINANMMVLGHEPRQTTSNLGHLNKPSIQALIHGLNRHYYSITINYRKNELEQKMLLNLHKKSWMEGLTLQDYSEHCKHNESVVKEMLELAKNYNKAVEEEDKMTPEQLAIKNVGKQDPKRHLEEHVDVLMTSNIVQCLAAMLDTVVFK
* marks the source's active call; other numbers are inactive results; i = inactive; nt = not tested or not shown; + = active, no number.

The opening four records as a preview:
SMILES	CSN inh	DNMT1 block	Tb MetRS inh	SUMO1 PPI mod	STEP inh	Scp1 inh	LMPTP inh	PABP1 MLLE inh	NadD block	Rpn11 block
NNC(=O)c1ccccc1OCCOc1ccccc1	-1	2	-1.0	7	2	-7	0.4	2	-5	i
O=c1[nH]c(SCc2ccccc2Cl)nc2c1CCC2	0	-1	0.2	2	-10	-11	1.2	7	4	i
Cc1cc(C)n(-c2nc(NCCCO)c3c4c(sc3n2)CCCC4)n1	0	-4	-1.1	2	0	-7	1.1	-6	5	i
Cc1ccc(SCC(=O)N(C)C2CCS(=O)(=O)C2)cc1 (centres undefined)	-2	-2	0.7	-1	0	-6	-1.9	17	8	i

Main list, from the first entry:
SMILES	CSN inh	DNMT1 block	Tb MetRS inh	SUMO1 PPI mod	STEP inh	Scp1 inh	LMPTP inh	PABP1 MLLE inh	NadD block	Rpn11 block
NNC(=O)c1ccccc1OCCOc1ccccc1	-1	2	-1.0	7	2	-7	0.4	2	-5	i
O=c1[nH]c(SCc2ccccc2Cl)nc2c1CCC2	0	-1	0.2	2	-10	-11	1.2	7	4	i
Cc1cc(C)n(-c2nc(NCCCO)c3c4c(sc3n2)CCCC4)n1	0	-4	-1.1	2	0	-7	1.1	-6	5	i
Cc1ccc(SCC(=O)N(C)C2CCS(=O)(=O)C2)cc1 (centres undefined)	-2	-2	0.7	-1	0	-6	-1.9	17	8	i
COc1cc(C(=O)N2CCCCC2c2cc(C(=O)N3CCOCC3)no2)cc(OC)c1C (centres undefined)	-5	3	-0.1	3	7	nt	0.4	0	5	i
CCOC(=O)C1(Cc2ccc(Cl)cc2)CCN(C(=O)c2sc(C)nc2C)CC1	4	-1	-0.8	-1	-2	5	-0.4	-15	7	i
CCC(O)(CC)C(=O)NN(C(=O)CCl)c1ccccc1	-5	4	-0.4	4	-2	-8	-0.4	1	-5	i
Cc1cc(Nc2ccc(F)cc2F)n2ncnc2n1	0	0	1.2	9	-2	15	-1.1	4	-2	i
CC(=O)Nc1cccc(C(=O)Nc2ccccc2N2CCOCC2)c1	0	2	-0.3	-1	1	0	-0.1	2	-2	i
COC(=O)c1cccc(CSc2nc(-c3ccccc3)c(C#N)c(=O)[nH]2)c1	1	2	-0.6	9	-1	-1	0.0	16	9	i
Cc1oc(-c2ccccc2Cl)nc1CSCC(=O)NC1CC1	4	3	-0.6	-1	5	-10	-1.7	20	4	i
COc1ccc(CCN2CC(C(=O)NCCc3cn[nH]c3)CCC2=O)cc1 (centres undefined)	0	2	-1.4	2	-2	34	-1.7	-5	-4	i
O=C(N/C(=C\c1ccccc1Cl)C(=O)N1CCOCC1)c1ccc([N+](=O)[O-])cc1	-3	1	-0.5	-26	-2	4	-0.8	-3	0	i
Cn1cc(C(C[N+](=O)[O-])c2ccccc2)c2ccccc21 (centres undefined)	4	-3	0.0	0	1	-13	1.5	13	-3	i
COc1cc(C(=O)NCCOc2cccc3cccnc23)cc(OC)c1OC	1	0	-0.2	-2	1	0	-0.5	13	2	i
O=C1/C(=C\c2ccc3c(c2)OCO3)CCC/C1=C/c1ccc2c(c1)OCO2	11	2	0.1	-3	-15	-12	2.0	-36	-1	i
COc1ccc(NC(=O)C2CC(c3ccc(Cl)cc3)=NO2)cc1OC (centres undefined)	-5	1	0.4	1	2	-10	-0.4	6	2	i
CCN(CC)S(=O)(=O)c1ccc(N2CC(C(=O)N3CCOCC3)CC2=O)cc1 (centres undefined)	-6	3	-0.3	2	-2	-8	-2.1	7	-2	i
Cn1c(CNC(=O)CNS(=O)(=O)c2ccc(Cl)cc2)cc(=O)n(C)c1=O	2	1	-0.1	2	0	-3	-0.4	3	1	i
CC(C)Cc1oc(C(=O)O)cc1CN1CCOCC1	2	2	0.0	-1	2	4	-1.3	-12	1	i
O=C(NCc1cccc(C(F)(F)F)c1)c1cccc2c1C(=O)c1ccc(N3CCC(Cc4ccccc4)CC3)cc1S2(=O)=O	-1	15	0.1	-3	-2	-9	1.3	8	23	i
Cc1cccc(N2C(=O)c3ccccc3C2=O)n1	-6	1	-0.2	-16	-2	-6	-1.6	6	-6	i
O=C(NC1CC1)c1cccc(NC(=O)C2CCCC2)c1	2	1	0.7	4	-2	4	-0.8	4	2	i
Cc1cc(C(=O)NNC(=O)c2ccc(Cl)cc2)c2ccccc2n1	-1	0	-0.4	-13	0	-5	-1.4	-8	-6	i
COc1ccccc1C(CNC(=O)COc1ccccc1C)N1CCCC1 (centres undefined)	5	3	-0.3	-6	2	0	-3.1	1	-1	i

(continued)
SMILES	CSN inh	DNMT1 block	Tb MetRS inh	SUMO1 PPI mod	STEP inh	Scp1 inh	LMPTP inh	PABP1 MLLE inh	NadD block	Rpn11 block
COC(=O)c1ccc(C(=O)OC)c(NC(=S)N2CCOCC2)c1	-1	-2	-0.6	1	-2	-2	-0.4	0	-6	i
CN1CCN(CCCNC(=O)CCC(=O)N2CCOc3ccccc32)CC1	2	-2	0.3	-4	-1	4	-2.5	17	5	i
Cc1[nH]c(-c2ccc(F)cc2)cc1C(=O)N1CCN(c2cccc(Cl)c2)CC1	4	-7	0.3	1	-2	-9	4.9	2	-1	i
OC(CN1CCCCC1)Cn1c2ccccc2c2cc(Br)ccc21 (centres undefined)	-1	4	-0.7	-4	0	7	-0.9	8	-5	i
CN(C)S(=O)(=O)c1ccc(Cl)c(C(=O)Nc2ccccc2[N+](=O)[O-])c1	-2	-1	0.0	-16	-1	1	-0.5	6	-2	i
Cc1cc(NC(=O)CS(=O)(=O)c2cn(C)c3ccccc23)no1	2	3	0.2	1	-4	-5	-1.7	-3	-4	i
CCCn1c(NC(=O)C2COc3ccccc3O2)nc2ccccc21 (centres undefined)	0	-4	-0.4	13	2	0	0.5	-33	3	+
O=C(CSc1nc2scc(-c3ccco3)c2c(=O)n1-c1ccccc1)NCC1CCCO1 (centres undefined)	22	93*	-1.0	11	11	-5	25	-2	30*	i
CC1(C)Cc2c(C#N)c(SCCC#N)nc(N3CCOCC3)c2CS1	0	-3	0.3	3	1	-4	13	-3	0	+
Cc1cccc(C(=O)NCc2nnc(SC(C)C(=O)Nc3nnc(C)s3)n2C)c1 (centres undefined)	-7	1	0.1	6	0	9	-0.5	5	3	i
COc1ccc(/C=N/NC(=O)c2ccc(Cn3cc([N+](=O)[O-])cn3)o2)cc1O	-6	3	-0.3	-9	2	-2	-0.6	14	0	i
COCCOc1cc(N)c(Cl)cc1Cl	-17	0	-0.7	0	0	-3	0.5	3	1	i
O=C(Nc1ccc(Cl)c(S(=O)(=O)N2CCOCC2)c1)[C@@H]1CCCN1C(=O)c1cccs1	-2	-1	-0.1	0	-3	-5	-0.7	-6	-3	i
O=C(NC1CCCC1)C(c1ccncc1)N(C(=O)c1csnn1)C1CCCC1 (centres undefined)	-5	3	-1.1	-2	-4	8	-0.2	1	-7	i
O=C(NCc1ccc2c(c1)OCO2)C1CCN(S(=O)(=O)c2cccs2)CC1	-2	2	-0.2	1	0	-2	-0.1	-8	-7	i
COC(=O)C1=C(C)NC(=S)NC1c1ccco1 (centres undefined)	-2	3	0.0	-2	-3	-3	0.7	-46	2	i
COc1c(C)cc(S(=O)(=O)NC2CC(C)(C)NC(C)(C)C2)c(C)c1C	3	2	0.6	1	11	6	-0.7	7	3	i
Fc1ccccc1/C=C/c1ccc2ccccc2n1	0	-4	-0.3	-13	0	-8	2.6	-8	-3	i
O=C(C[C@H]1C/C=C/CC[C@@H](Cc2ccc(F)cc2)C(=O)OC[C@H](c2ccccc2)NC1=O)NCCO	-9	5	-0.5	-2	1	-6	-1.8	10	-1	i
CCn1c(=O)n(CC(=O)N(C)Cc2ccccc2)c(=O)c2ccccc21	3	-4	-1.5	2	-5	13	-0.9	-1	-6	i
COc1ccc(NC(=O)c2cccc3c(-c4cnn(C)c4)coc23)cc1	2	-2	-0.3	17	1	nt	1.7	-6	-7	i
COc1ccc(Cl)cc1N(CC(=O)NCCSc1ccccn1)S(=O)(=O)c1ccccc1	-1	0	-0.5	9	0	32	0.6	8	-5	i
Cc1cc(C)n(C2CC(=O)N(c3cc(Cl)cc(Cl)c3)C2=O)n1 (centres undefined)	8	0	0.6	7	2	-7	-1.5	0	-1	i
CN(C)C(=O)Oc1ccc[n+](C)c1	-1	60*	-0.5	-5	0	-9	-0.4	17	-15	i
O=C1C2C3C=CC(C3=C(c3ccccc3)c3ccccc3)C2C(=O)N1Cc1ccccc1 (centres undefined)	3	-1	0.6	0	7	-3	3.0	-12	2	i

Continuation.
SMILES	CSN inh	DNMT1 block	Tb MetRS inh	SUMO1 PPI mod	STEP inh	Scp1 inh	LMPTP inh	PABP1 MLLE inh	NadD block	Rpn11 block
CCOC(=O)C1(Cc2cccc(OC)c2)CCN(Cc2cnc(C)s2)CC1	2	6	-2.2	6	-2	-1	0.5	-6	-1	i
Cc1oc(-c2ccccc2)nc1C(=O)Nc1nccs1	-2	2	-0.1	0	-3	3	0.0	2	5	i
COc1ccc(C(=O)NC23CC4CC(CC(C4)C2)C3)cc1OC	1	0	-0.9	3	-1	-1	-0.3	2	-2	i
N#CC1=C(N)OC2=C(C(=O)CCC2)C1Cc1ccccc1 (centres undefined)	0	2	0.2	-2	1	-4	-0.3	-1	-2	i
CC(C)(C)NC(=O)C(c1ccncc1)N(C(=O)c1csnn1)c1cccc2ccccc12 (centres undefined)	7	-4	-0.2	0	0	-4	-0.4	2	-3	i
COc1ccc(N(C(=O)c2snc(C(N)=O)c2N)C(CC(C)C)C(=O)NCC2CCCO2)cc1 (centres undefined)	5	-3	0.5	-10	-2	-6	-0.8	-3	1	i
Cc1c(N=C2C=CC(=O)c3ccccc32)c(=O)n(-c2ccccc2)n1C	-9	15	1.0	36	-1	-4	4.0	31	2	i
COC(=O)CN(c1ccc(OC)cc1)S(=O)(=O)c1ccc(OC)c(OC)c1	-1	2	0.3	3	-1	-10	-0.4	-2	-2	i
C=CCNC(=S)NNC(=O)c1cc(Cl)ccc1OC	0	-1	0.0	0	1	-4	-0.6	-55	3	i
CNC(=S)N1CCN(c2ccccn2)CC1	-2	0	-0.5	0	1	-2	-1.5	-126	-3	i
O=C1NCCN1CCNS(=O)(=O)c1ccc(F)cc1	0	2	-0.3	1	2	-10	-0.8	1	-8	i
